Screening results deposited in PubChem by several laboratories.
TcdB GH inh: inhibitors of Clostridioides difficile toxin B glycohydrolase | TcdB glycohydrolase enzymatic assay, plate reader | P18177 | inhibition, % at 9.99 µM | AID 652162 | 0.24% of 350,000 active; in the data active = inhibition above about 10%
Target sequence (P18177 whole entry, looked up): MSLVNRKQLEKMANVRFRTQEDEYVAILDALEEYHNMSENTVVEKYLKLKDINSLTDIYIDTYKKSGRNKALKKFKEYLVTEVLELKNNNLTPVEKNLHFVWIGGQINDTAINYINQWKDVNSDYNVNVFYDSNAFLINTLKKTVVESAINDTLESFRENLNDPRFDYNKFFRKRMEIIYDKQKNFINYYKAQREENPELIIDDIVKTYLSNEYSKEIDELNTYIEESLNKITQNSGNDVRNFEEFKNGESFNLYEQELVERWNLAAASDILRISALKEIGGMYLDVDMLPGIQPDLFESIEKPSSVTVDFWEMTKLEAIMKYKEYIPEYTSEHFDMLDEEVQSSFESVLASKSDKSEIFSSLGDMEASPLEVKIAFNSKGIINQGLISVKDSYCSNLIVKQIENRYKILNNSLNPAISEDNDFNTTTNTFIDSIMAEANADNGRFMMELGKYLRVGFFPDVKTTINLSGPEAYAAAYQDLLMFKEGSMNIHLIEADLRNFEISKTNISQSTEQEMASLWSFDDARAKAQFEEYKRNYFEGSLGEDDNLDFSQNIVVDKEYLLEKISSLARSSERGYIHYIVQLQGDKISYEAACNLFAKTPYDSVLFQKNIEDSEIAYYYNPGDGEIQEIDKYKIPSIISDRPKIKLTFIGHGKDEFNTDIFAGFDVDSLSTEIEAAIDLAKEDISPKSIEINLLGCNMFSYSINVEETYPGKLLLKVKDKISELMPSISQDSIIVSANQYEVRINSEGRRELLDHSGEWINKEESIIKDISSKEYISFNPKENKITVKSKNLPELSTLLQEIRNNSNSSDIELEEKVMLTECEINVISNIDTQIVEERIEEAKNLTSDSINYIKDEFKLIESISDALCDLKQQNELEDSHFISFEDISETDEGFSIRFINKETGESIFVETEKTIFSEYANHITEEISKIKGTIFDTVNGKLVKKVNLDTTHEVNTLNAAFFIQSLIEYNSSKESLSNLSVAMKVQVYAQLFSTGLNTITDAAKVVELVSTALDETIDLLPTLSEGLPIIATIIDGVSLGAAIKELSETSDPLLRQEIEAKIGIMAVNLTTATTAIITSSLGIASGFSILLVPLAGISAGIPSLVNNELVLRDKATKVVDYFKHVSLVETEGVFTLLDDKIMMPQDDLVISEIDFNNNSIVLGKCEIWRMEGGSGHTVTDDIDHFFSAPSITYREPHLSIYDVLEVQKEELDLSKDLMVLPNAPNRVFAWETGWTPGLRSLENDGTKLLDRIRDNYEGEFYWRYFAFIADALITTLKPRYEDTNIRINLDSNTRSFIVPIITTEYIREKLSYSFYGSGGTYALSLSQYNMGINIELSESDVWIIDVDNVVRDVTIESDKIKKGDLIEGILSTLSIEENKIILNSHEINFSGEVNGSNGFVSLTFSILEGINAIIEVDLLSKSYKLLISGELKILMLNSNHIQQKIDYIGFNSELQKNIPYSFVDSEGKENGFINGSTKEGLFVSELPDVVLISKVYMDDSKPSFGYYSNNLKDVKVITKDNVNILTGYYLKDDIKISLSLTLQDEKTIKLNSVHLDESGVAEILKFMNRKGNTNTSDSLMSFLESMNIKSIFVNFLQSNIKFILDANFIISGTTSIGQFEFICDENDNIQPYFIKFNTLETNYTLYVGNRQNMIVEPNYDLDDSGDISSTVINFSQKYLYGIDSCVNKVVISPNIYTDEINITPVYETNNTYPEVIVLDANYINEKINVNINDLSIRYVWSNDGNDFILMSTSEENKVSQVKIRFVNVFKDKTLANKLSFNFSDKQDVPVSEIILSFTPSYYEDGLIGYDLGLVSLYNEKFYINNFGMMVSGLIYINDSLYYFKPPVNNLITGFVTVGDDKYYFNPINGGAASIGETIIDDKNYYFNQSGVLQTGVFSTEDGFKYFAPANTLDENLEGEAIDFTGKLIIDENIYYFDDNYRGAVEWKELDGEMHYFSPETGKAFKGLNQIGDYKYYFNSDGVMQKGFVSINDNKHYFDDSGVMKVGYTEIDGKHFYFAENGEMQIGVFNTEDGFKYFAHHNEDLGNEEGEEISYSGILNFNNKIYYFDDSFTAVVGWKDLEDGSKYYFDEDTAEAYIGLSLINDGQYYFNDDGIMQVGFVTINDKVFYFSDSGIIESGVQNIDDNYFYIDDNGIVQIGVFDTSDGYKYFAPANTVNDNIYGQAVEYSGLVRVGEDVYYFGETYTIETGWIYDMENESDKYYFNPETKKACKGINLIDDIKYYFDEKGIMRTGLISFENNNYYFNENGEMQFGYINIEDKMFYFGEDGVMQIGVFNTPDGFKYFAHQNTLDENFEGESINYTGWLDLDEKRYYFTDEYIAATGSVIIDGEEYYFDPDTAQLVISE
VHR inh abs: DUSP3 (human) phosphatase inhibition | inhibition, % at 13.3 µM | 0.52% of 290,000 active | recombinant VHR phosphatase, pNPP absorbance | P51452; in the data active = inhibition above about 50%; note: some compounds called inactive have numbers as strong as hits
Yp Topo-I inh: blocks Yersinia pestis topoisomerase I activity; 0.064% of 360,000 active; Y. pestis Topo-I cleavage product accumulation, plate reader; activity, % at 10 µM; in the data active = activity above about 50%, passing the limit was not always enough; inconclusive = no clear call, values can overlap the other calls; note: inactives centre near 2
SARS 3CLpro inh: SARS-CoV 3CLpro protease inhibition; P0C6X7; recombinant SARS-CoV 3CLpro, quenched FRET peptide cleavage; inhibition, % at 6 µM; 0.14% of 290,000 active; AID 1706; in the data active = inhibition above about 12%
Anthrax LF inh2: anthrax lethal factor protease inhibition. P15917. multiplex microsphere protease cleavage assay, LF. inhibition, % at 10 µM. 0.12% of 360,000 active. AID 588501; note: plate controls were buffer without enzyme for full effect and enzyme alone for no effect
PfHsp40 yeast: rescue of PfHsp40-mediated yeast toxicity; S. cerevisiae expressing PfHsp40, growth rescue, ATP luminescence; growth rescue, % at 12.5 µM; 0.68% of 340,000 active; in the data active = growth rescue above about 28%, passing the limit was not always enough; inconclusive = no clear call, values can overlap the other calls;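 note: yeast W303a lacking pdr1 and pdr3 grown in galactose medium; growth measured after three days at 30 °C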
CCHFV vOTU inh: CCHFV vOTU protease inhibition. Pep-AMC fluorescence. inhibition, % at 11.5 µM. 0.55% of 370,000 active; in the data active = inhibition above about 30%; note: 0% = vehicle wells with enzyme and 100% = no enzyme wells
BoNT A protease: inhibitors of Botulinum neurotoxin A light chain protease; AID 588499; multiplex microsphere protease substrate cleavage, flow cytometry; 0.17% of 360,000 active; inhibition, % at 10 µM; note: plate controls were buffer without enzyme for full effect and enzyme alone for no effect
Vc quorum ag: quorum light induction in luxS cqsA deficient V. cholerae. V. cholerae BH1578 lux reporter, luminescence, 6 h. activation, % at 18.7 µM. 0.16% of 350,000 active. AID 588436; in the data active = activation mostly above about 9.7%, no sharp cut-off; inconclusive = no clear call, values can overlap the other calls; inactive = mostly below about 3.7%; note: not every result past the cut was called active; inactives centre near 0; reference of the scale not given here
SSB-PriA inh: inhibitors of Klebsiella pneumoniae PriA binding to SSB C-terminal tail; inhibition, % at 33 µM; 0.6% of 430,000 active; AlphaScreen SSBct-PriA binding, biotinylated peptide; in the data active = inhibition mostly above about 37%, no sharp cut-off; inactive = mostly below about 20%;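 note: plate controls were negative control peptide for no effect and reference peptide for full effect; strong numbers were not always called active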
Active calls of the source: *; i = inactive; u = inconclusive; x = no result given; & = joins results of further samples. Cut-off read from the data, not from the text of the source, unless noted: active = inhibition above about 30%; inconclusive = no clear call, values can overlap the other calls; inactive = below that. A portion of the library. The share of hits here may be higher or lower than overall.

Preview (four entries):
SMILES	TcdB GH inh	VHR inh abs	Yp Topo-I inh	SARS 3CLpro inh	Anthrax LF inh2	PfHsp40 yeast	CCHFV vOTU inh	BoNT A protease	Vc quorum ag	SSB-PriA inh
O=C1CN(C(=O)CSc2ccc(-c3ccc(F)cc3)nn2)c2ccccc2N1	2.1	-7	0	-5	0	0.6	-6	3.7	-0.2	-6
Cc1nc(CSc2ccc(Cl)cc2)cs1	0.5	-22	4	1	-12	-0.2	14	-3.3	-3.4	-28
Clc1cccc(Cl)c1C[n+]1ccc2ccccc2c1	2.1	17	6	3	-4	1.3	0	-8.7	i	-5
COc1ccc(CC(=O)NCC2CCCN(Cc3ccc(F)c(OC)c3)C2)cc1 (stereo not drawn)	-0.6	9	-7	-4	-13	-0.2	2	-3.1	i	1

The listing, from the first entry:
SMILES	TcdB GH inh	VHR inh abs	Yp Topo-I inh	SARS 3CLpro inh	Anthrax LF inh2	PfHsp40 yeast	CCHFV vOTU inh	BoNT A protease	Vc quorum ag	SSB-PriA inh
O=C1CN(C(=O)CSc2ccc(-c3ccc(F)cc3)nn2)c2ccccc2N1	2.1	-7	0	-5	0	0.6	-6	3.7	-0.2	-6
Cc1nc(CSc2ccc(Cl)cc2)cs1	0.5	-22	4	1	-12	-0.2	14	-3.3	-3.4	-28
Clc1cccc(Cl)c1C[n+]1ccc2ccccc2c1	2.1	17	6	3	-4	1.3	0	-8.7	i	-5
COc1ccc(CC(=O)NCC2CCCN(Cc3ccc(F)c(OC)c3)C2)cc1 (stereo not drawn)	-0.6	9	-7	-4	-13	-0.2	2	-3.1	i	1
OC(COC(c1ccccc1)c1ccccc1)CN1CCCCC1 (stereo not drawn)	x	-18	-1	-5	-6	-1.1	0	-0.3	i	-8
CC1=C(C(=O)N2CCOCC2)CC(CC(=O)NC2CCCCC2)C(=O)N1CCCN1CCCC1=O (stereo not drawn)	0.7	x	-2	x	3	x	-7	-0.2	-0.4	x
CCOC(=O)C1CSC(CC(=O)Nc2ccc(Cl)c(Cl)c2)C(=O)N1 (stereo not drawn)	x	-3	1	-3	-2	-1.2	5	-0.6	-14	-14
CCc1ccc(Nc2n[n+](-c3ccccc3)c(-c3cccc(C)c3)s2)cc1	1.0	x	-6	x	1	-1.1	9	-0.3	-2.2	7
CCN1C(=O)/C(=C/C=C2/SCCN2C)SC1=S	x	26	-10	1	-1	0.0	9	0.3	i	-5
CCOc1ccc(NC(=O)CSc2nnc(Cc3cccn3C)n2-c2ccc(OC)cc2)cc1	0.6	27	8	1	-2	-1.9	x	-0.2	-0.3	12
CC[C@]12c3[nH]c4ccccc4c3CCN1C(=O)C(CC(=O)NCCCOC)C[C@@H]2C(=O)N1CCN(C(=O)c2ccco2)CC1 (stereo partly drawn)	2.8	x	4	x	-4	0.6	-6	-0.5	i	-5
CC(C)CNC(=S)N1CCN(Cc2ccc3c(c2)OCO3)CC1	1.9	-6	2	-2	-1	-0.1	2	-1.0	-0.1	-4
O=C(NCc1cccnc1)C1c2ccccc2C(=O)N1C1CCCC1 (stereo not drawn)	-0.3	19	-4	0	3	0.7	8	0.3	-0.2	-11
O=[N+]([O-])c1cc(-n2cnnn2)c(O)c([N+](=O)[O-])c1	-2.2	25	-11	1	-6	-0.5	3	1.5	-0.3	-10
O=C1/C(=C\c2cccnc2)N2CCC1CC2	-0.7	16	4	-2	-7	-0.4	-5	-1.0	-0.8	-5
O=C(/C=C/c1ccco1)Nc1cc(Cl)ccc1C(=O)O	x	-11	1	6	1	-0.9	18	-0.7	-0.2	-6
Cc1cccc(NC(=O)CSC2=NN3CCCC(=O)N=C3S2)c1C	0.5	3	-1	0	-1	-0.9	2	-0.3	-0.3	-4
CCOC(=O)C1=C(C)N=C2SCCC(=O)N2C1c1cccs1 (stereo not drawn)	x	15	0	-6	2	1.4	6	0.8	-2.6	-2
COc1ccccc1C(=O)NC(CCSC)C(=O)NCc1ccncc1 (stereo not drawn)	1.2	x	3	x	-2	-1.0	-1	0.8	-0.3	-13
COc1ccc(OC)c(C(O)c2coc3ccc(O)c(CN(C)C)c23)c1 (stereo not drawn)	x	0	-4	-3	-4	0.5	-8	0.2	x	7
Cc1ncsc1C(=O)NCc1ccc(N2CCCC2=O)cc1	x	0	-1	-2	-2	-0.2	16	0.4	-0.1	-14
CC(=O)OC[C@@H]1CN(Cc2ccccc2)C[C@H](n2cnc3c(N4CCN(c5ccccc5)CC4)ncnc32)O1	1.7	x	19	x	4	x	3	-0.2	-0.8	x
CC(=O)CC1(OC(C)=O)C(=O)N(C)c2ccccc21 (stereo not drawn)	0.1	18	0	-1	-3	-0.4	5	-0.4	-0.3	-1
NC(=O)CN(c1ccc(Cl)cc1)S(=O)(=O)c1ccccc1	x	40	3	0	2	-1.7	0	0.4	-0.1	-7
CCSc1ncccc1C(=O)N[C@@H](CCSC)C(=O)OC	0.8	-16	-2	2	x	x	-1	x	-0.3	0
CC(C)C(=O)N1CCCC1(C)C(=O)Nc1ccccc1 (stereo not drawn)	x	x	7	x	-3	x	x	0.1	-0.8	x
O=C(O)c1ccc(CSc2nnc(-c3ccco3)n2-c2ccccc2)cc1	0.0	6	2	2	2	0.0	-7	0.1	-0.4	-14
COc1ccc(NC(C#N)c2ccc(OC)cc2)cc1 (stereo not drawn)	x	24	6	0	-5	-1.4	-2	1.1	-11	-1
Clc1ccccc1-c1nnc2sc(-c3cccs3)nn12	x	-8	7	0	-4	-1.4	-12	0.0	i	-12
O=C1CCCc2c1[nH]c1ccccc21	x	15	-7	2	-6	0.6	2	1.0	i	-5
Cc1ccc(Oc2nnc(-c3ccc(C)cc3)c3ccccc23)cc1	1.3	8	2	-4	-5	0.2	-1	-0.4	-0.1	-21
Cc1ccn2cc(CCNS(=O)(=O)c3ccc4c(c3)OCCO4)nc2c1	5.6	2	3	-1	-7	1.1	-3	-0.5	1.6	-4
Cc1ccc(C(c2nnnn2C2CCCCC2)N2CCN3CCCC3C2)cc1 (stereo not drawn)	x	30	10	5	2	-1.2	-7	-0.2	i	-4
O=[N+]([O-])c1ccc(N2CCOCC2)cc1O	0.6	-2	-4	0	x	-0.3	-2	x	i	-11
CCCCN(C)C(=O)Cn1nc(Cc2ccncc2)c2ccccc2c1=O	-0.7	x	-1	-2	4	4.2	-11	-2.3	-1.9	-5
Cc1ccc(C)c(C(=O)N2CCC(n3nccc3NC(=O)C3CC3)CC2)c1	-1.4	22	0	-2	-1	-0.9	8	0.1	-0.4	-7
Cc1cc(C(=O)OC(C)C(=O)Nc2cccc(Cl)c2)on1 (stereo not drawn)	-0.6	x	-4	x	0	-0.9	0	0.8	i	-8
Cc1ccsc1C=C1C(=O)c2ccccc2C1=O	x	28	-14	4	-4	-1.3	11	1.2	-0.3	8
COc1ccc2c(c1O)-c1cccc3c1[C@@H](C2)N(C)CC3	-52	x	-4	x	-2	-0.4	-8	-0.5	-3.6	0
CC(C)(C)OC(=O)N(Cc1ccccc1)Cc1cccc(OCc2cccc(NC(=O)c3ccccc3)c2)c1	-0.7	x	15	x	-4	-1.3	19	0.2	i	-10
COc1ccc(OC)c2[nH]c(C(=O)N3CCC(C(=O)O)CC3)cc12	0.4	12	0	2	13	0.7	6	-3.7	-8.3	-6
N#CC(c1ccc(N)cc1)C(CC(=O)c1ccccc1)c1ccccc1 (stereo not drawn)	1.9	x	22	x	1	x	-7	0.1	i	x
OC(CSc1ccccc1)CN1CCN(c2ccc(Cl)cc2)CC1 (stereo not drawn)	0.1	x	11	x	-5	-1.6	-9	0.2	i	-7
COC(=O)c1[nH]c2ccccc2c1NC(=O)CN1CCN(Cc2ccc3c(c2)OCO3)CC1	-0.4	-4	20	-6	2	-0.5	-5	-0.4	x	-5
CCOc1ccc(C2C(C#N)=C(N)Oc3c2c(=O)oc2ccccc32)cc1 (stereo not drawn)	x	28	-7	-3	-2	-1.0	0	u	0.2	-13
Cc1ccc(S(=O)(=O)N(C)Cc2ccc(-c3nnc4n3CCC4)cc2)cc1	x	15	-10	-4	1	0.5	-3	-0.4	2.9	-11
Cc1ccc(NC(=O)CSCC(=O)N(C)CC(=O)Nc2cccc(F)c2)cc1	0.3	x	5	x	-6	0.2	-1	-0.9	-0.7	-3
CC(=O)Nc1c(Br)cc2c(c1Br)Cc1cc([N+](=O)[O-])ccc1-2	1.2	x	-8	x	-4	-1.1	5	-0.2	i	1
CC(CC(=O)Nc1ncc([N+](=O)[O-])s1)c1ccccc1 (stereo not drawn)	4.3	25	4	-1	-2	-1.7	19	-1.0	i	5
Cc1nc2scc(-c3ccccc3)c2c(=O)n1/N=C/c1ccco1	x	38	-6	-1	5	-0.9	-2	0.4	-1.0	x
CCOc1cc(CNc2ccc(S(N)(=O)=O)cc2)ccc1OCC(=O)NC(C)(C)C	0.8	-10	7	1	-8	-1.7	-19	-0.8	-0.8	-9
COc1ccccc1CNC(=O)CSc1ccc(Br)cc1	x	-7	17	-1	-1	-0.4	-7	0.5	-0.3	-7
O=C(CN1CCc2cc3c(cc2C1)OCCCO3)Nc1cccc(Br)c1	1.9	14	25	0	-1	-0.6	11	-1.9	-0.5	5
O=C(Oc1ccc(Br)cc1C(=O)/C=C/c1ccccc1F)c1ccco1	-0.1	x	27	22*	-6	4.5	8	0.4	i	-3
N#Cc1cccc(Nc2c3c(nc4ccccc24)CCCC3)c1	0.6	29	2	-4	-2	u	6	0.3	-2.9	-8
Cc1ccccc1NC(=O)OCc1cn(-c2ccc(Cl)cc2)nn1	x	-7	7	-2	-4	-0.1	-3	-0.1	i	3
NC(=O)C1CCN(CC(O)COCc2ccccc2Cl)CC1 (stereo not drawn)	0.9	7	-1	0	-2	-2.2	4	-0.1	-16	-3
CCCCc1ccc(NC2=NCC(=O)N2CCc2ccccc2)cc1	4.7	25	23	5	1	-0.5	13	-0.8	-0.1	9
CC(C)(C)NCC(O)COc1ccccc1C1CCCC1 (stereo not drawn)	1.3	x	0	x	-8	-1.4	8	-1.2	-5.8	-6
C[C@@H]1CN([C@@H](C)CO)C(=O)CCCn2nncc2CO[C@@H]1CN(C)S(=O)(=O)c1ccc(F)cc1	0.6&-1.0	x	3	x	-10	x	-10	-0.2	-0.5	x
Continued.
SMILES	TcdB GH inh	VHR inh abs	Yp Topo-I inh	SARS 3CLpro inh	Anthrax LF inh2	PfHsp40 yeast	CCHFV vOTU inh	BoNT A protease	Vc quorum ag	SSB-PriA inh
CCCCn1c(N)c(N(CCOC)C(=O)c2cc(S(=O)(=O)N3CCCCC3)ccc2Cl)c(=O)[nH]c1=O	0.6	62	-5	-9	-6	-0.8	9	-0.8	-0.8	-11
COc1ccc(NC(=O)c2ccc(-n3cccn3)nc2)c(OC)c1	x	27	3	0	-6	-0.1	-2	-2.7	-3.0	-3
C/C(=N\NC(=S)NC1CCCCC1)c1ccc(OC(F)F)cc1OC(F)F	1.0	13	12	-8	1	1.9	33*	-1.5	i	x
CCOC(=O)c1ccc(NC(=S)N2CCN(CCNC3=CC(=O)CC(C)(C)C3)CC2)cc1	1.3	11	15	-2	-2	-1.1	-8	-0.9	-0.5	0
CCOc1ccc(-c2ccc(/C=C3/C(=N)N4C=CSC4=NC3=O)o2)c([N+](=O)[O-])c1	-0.4	0	-10	-6	-4	-2.2	17	1.8	-0.7	9
Cc1ccc(-c2nc3ccccc3c(=O)n2CCCn2ccnc2)cc1	x	18	7	-8	-6	6.7	5	0.5	-0.4	6
COc1cccc(-n2c(SCC(=O)NCc3cccs3)nc3ccccc3c2=O)c1	-0.2	-5	0	-2	1	0.1	2	-0.4	-0.5	-17
CC(C)N1CC(C(=O)Nc2nc3ccccc3s2)CC1=O (stereo not drawn)	x	6	-1	1	-8	1.6	-5	-0.3	i	-7
COc1ccc(-n2c(=O)c3c4c(sc3n3cnnc23)CC(C)CC4)cc1 (stereo not drawn)	x	x	14	1	-3	0.9	-2	0.2	i	5
